# From PubChem BioAssay
# mcGAS MS inh – mouse cGAS inhibition by mass spec; recombinant mouse cGAS, cGAMP by RapidFire MS; inhibition, % at 12.5 µM; 130,000 tested, 0.18% active; AID 1259397;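 active means inhibition of cGAS enzyme activity at or above 60%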;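 further: enzyme stimulated by 45 bp dsDNA with ATP and GTP substrates; cGAMP share of summed cGAMP plus half ATP and half GTP signals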
# Target sequence (Q8C6L5 whole entry, looked up): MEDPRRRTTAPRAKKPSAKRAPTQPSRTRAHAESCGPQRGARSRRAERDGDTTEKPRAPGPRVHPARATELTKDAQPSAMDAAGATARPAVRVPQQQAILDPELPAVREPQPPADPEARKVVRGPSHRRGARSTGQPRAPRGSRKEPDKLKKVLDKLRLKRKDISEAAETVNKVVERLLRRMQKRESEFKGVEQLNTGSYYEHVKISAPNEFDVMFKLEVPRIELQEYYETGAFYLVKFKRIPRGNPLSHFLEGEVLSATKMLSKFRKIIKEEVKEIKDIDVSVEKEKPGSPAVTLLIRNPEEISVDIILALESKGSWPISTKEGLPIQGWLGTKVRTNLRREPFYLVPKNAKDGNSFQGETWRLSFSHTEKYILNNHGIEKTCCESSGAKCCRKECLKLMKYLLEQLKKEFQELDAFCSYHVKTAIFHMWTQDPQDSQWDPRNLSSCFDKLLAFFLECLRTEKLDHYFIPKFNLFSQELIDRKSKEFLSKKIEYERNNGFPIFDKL
# * marks the source's active call; other numbers are inactive results; & = joins results of further samples. Some of the compounds tested (hit frequency here may not be typical).
# A first look:
compound	mcGAS MS inh
COC(=O)c1cc(C(=O)OC)cc(-c2ccc(CNCCN(C)C)o2)c1	-7
Cc1ccc2nc(C)c(NC(=O)C3CCCCC3)c(=O)n2c1	-5
CN(CC1CCCN(CCc2ccc(F)cc2)C1)C(=O)c1cc2ccccc2cn1 (stereo not drawn)	-7
CC(C)N=C(NC#N)SCc1ccc(Br)cc1	-10
CC(CC(O)c1ccccc1)NC(=O)c1cscn1 (stereo not drawn)	-29
O=C(C=Cc1ccccc1)c1ccc(N2CCCC2=O)cc1	-3
O=C(CCNC1CCN(Cc2ccccc2)C1)Nc1cccnc1 (stereo not drawn)	-11
CCN(C(=O)C(NC(C)=O)C1CCCC1)c1nc2ccccc2s1 (stereo not drawn)	-16
O=C1CSC(c2ccccn2)N1c1ccc(O)cc1 (stereo not drawn)	-16
Cc1cc(C(=O)NCCn2nc(-c3cccs3)n(C)c2=O)no1	-3
COC(=O)c1c(C)cccc1NC(=O)c1cccc(-n2cnnn2)c1	2
Fc1ccccc1C1CC(c2ccc(I)cc2)Nc2nnnn21 (stereo not drawn)	-1
CCOc1ccccc1NC(=O)CC(=O)NC[C@H]1C[C@H]2C=C[C@H]1C21CC1	-23
CC1(C(=O)NS(=O)(=O)c2cccs2)CCN1C(=O)CC1CC1 (stereo not drawn)	-12
COc1cccc(C(NC(=O)C2CC2c2ccncc2)c2nccn2C)c1 (stereo not drawn)	-17
O=S(=O)(O)C1=C(c2ccccc2)OC(c2ccccc2)=CS1(=O)=O	-30&-3
Clc1ccccc1C1CC(c2ccc(Br)cc2)=Nc2nnnn21 (stereo not drawn)	-15
O=C(Cn1c(CO)cnc1SCc1ccc(Cl)cc1Cl)NC1CCCC1	-9
COC(C(=O)NCCc1noc(-c2ccccn2)n1)c1ccccc1 (stereo not drawn)	-56
COc1ccc(C(=O)Nn2cnc3c(cnn3C(C)(C)C)c2=O)cc1OC	-3
CCCc1cc(=O)[nH]c(N=C(N)Nc2ccccc2)n1	-4
Cc1ccc(-n2ncc3c(C)nn(Cc4ccccn4)c(=O)c32)c(C)c1	-4
CSc1[nH]c(=O)c(C(=O)N2CCC(C)C3CCCCC32)cc1C#N (stereo not drawn)	-3
CC1CCCCN1c1ccc2cccc(OCC(=O)Nc3ccc(C(N)=O)cc3)c2n1 (stereo not drawn)	-7
CC(NC(=O)CN1CCCN(CC(=O)NC(C)(C)C)CC1)C1CC1 (stereo not drawn)	-7
COc1cc(OC)cc(C(=O)N2CCCC(OCc3cccc(OC(F)(F)F)c3)C2)c1 (stereo not drawn)	-5

# Results, repeating the preview:
compound	mcGAS MS inh
COC(=O)c1cc(C(=O)OC)cc(-c2ccc(CNCCN(C)C)o2)c1	-7
Cc1ccc2nc(C)c(NC(=O)C3CCCCC3)c(=O)n2c1	-5
CN(CC1CCCN(CCc2ccc(F)cc2)C1)C(=O)c1cc2ccccc2cn1 (stereo not drawn)	-7
CC(C)N=C(NC#N)SCc1ccc(Br)cc1	-10
CC(CC(O)c1ccccc1)NC(=O)c1cscn1 (stereo not drawn)	-29
O=C(C=Cc1ccccc1)c1ccc(N2CCCC2=O)cc1	-3
O=C(CCNC1CCN(Cc2ccccc2)C1)Nc1cccnc1 (stereo not drawn)	-11
CCN(C(=O)C(NC(C)=O)C1CCCC1)c1nc2ccccc2s1 (stereo not drawn)	-16
O=C1CSC(c2ccccn2)N1c1ccc(O)cc1 (stereo not drawn)	-16
Cc1cc(C(=O)NCCn2nc(-c3cccs3)n(C)c2=O)no1	-3
COC(=O)c1c(C)cccc1NC(=O)c1cccc(-n2cnnn2)c1	2
Fc1ccccc1C1CC(c2ccc(I)cc2)Nc2nnnn21 (stereo not drawn)	-1
CCOc1ccccc1NC(=O)CC(=O)NC[C@H]1C[C@H]2C=C[C@H]1C21CC1	-23
CC1(C(=O)NS(=O)(=O)c2cccs2)CCN1C(=O)CC1CC1 (stereo not drawn)	-12
COc1cccc(C(NC(=O)C2CC2c2ccncc2)c2nccn2C)c1 (stereo not drawn)	-17

# Continued:
compound	mcGAS MS inh
O=S(=O)(O)C1=C(c2ccccc2)OC(c2ccccc2)=CS1(=O)=O	-30&-3
Clc1ccccc1C1CC(c2ccc(Br)cc2)=Nc2nnnn21 (stereo not drawn)	-15
O=C(Cn1c(CO)cnc1SCc1ccc(Cl)cc1Cl)NC1CCCC1	-9
COC(C(=O)NCCc1noc(-c2ccccn2)n1)c1ccccc1 (stereo not drawn)	-56
COc1ccc(C(=O)Nn2cnc3c(cnn3C(C)(C)C)c2=O)cc1OC	-3
CCCc1cc(=O)[nH]c(N=C(N)Nc2ccccc2)n1	-4
Cc1ccc(-n2ncc3c(C)nn(Cc4ccccn4)c(=O)c32)c(C)c1	-4
CSc1[nH]c(=O)c(C(=O)N2CCC(C)C3CCCCC32)cc1C#N (stereo not drawn)	-3
CC1CCCCN1c1ccc2cccc(OCC(=O)Nc3ccc(C(N)=O)cc3)c2n1 (stereo not drawn)	-7
CC(NC(=O)CN1CCCN(CC(=O)NC(C)(C)C)CC1)C1CC1 (stereo not drawn)	-7
COc1cc(OC)cc(C(=O)N2CCCC(OCc3cccc(OC(F)(F)F)c3)C2)c1 (stereo not drawn)	-5
CCOC1(OCC)C(C#N)(C#N)C(C)(c2ccccc2)C1(OCC)OCC (stereo not drawn)	-4
CCC(C)NC(=O)COC(=O)COc1ccc2ccccc2c1 (stereo not drawn)	0
Clc1ccc(C2(c3nc(C4CCOC4)no3)CC2)cc1 (stereo not drawn)	-11
N#CC1C(=N)Oc2n[nH]c(-c3cccnc3)c2C1c1cc2c(cc1Br)OCO2 (stereo not drawn)	-2

# The list goes on:
compound	mcGAS MS inh
Clc1ccc(Nc2nc(N3CCN(Cc4ccccc4)CC3)nc3nccnc23)cc1	40
OC1(c2ccc(F)cc2)CN(c2ccccc2)C2=[N+]1CCCS2 (stereo not drawn)	-6
CC(C)Nc1n[nH]c(=S)s1	-3
CC(C)N1CCC(CNC(=O)c2cc(-c3ccsc3)n[nH]2)C1 (stereo not drawn)	-13
O=c1oc2ccc(Br)cc2cc1-c1nc2ccccc2s1	-12
N#CC1(NC(=O)c2ccc3ccccc3c2)CCCCC1	-12
CC(C)(C)c1cn2nc(N3CCCC(C(=O)Nc4ccccc4)C3)sc2n1 (stereo not drawn)	0
Cc1cc(C(F)(F)F)c(C#N)c(=S)[nH]1	0
COc1ccc(OC)c(CN2CCN(Cc3ccccc3F)C(CCO)C2)c1 (stereo not drawn)	-2
CS(=O)(=O)N1CCCC(C(=O)Nc2nc(-c3cc(Cl)sc3Cl)cs2)C1 (stereo not drawn)	7
CC(Nc1ccc(Cl)c(C#N)n1)C(=O)N1CCCCC1C (stereo not drawn)	-6&-3
CCN(CC)CC1CCN(CC(=O)Nc2nc(-c3ccc(C)c(C)c3)cs2)C1 (stereo not drawn)	-2
C=CCCC(=O)N[C@H]1CC[C@@H]2SC[C@@H](C(=O)O)N2C1=O	-9
CC1(C)CC(=O)c2sc(NC(=O)c3ccc([N+](=O)[O-])s3)nc2C1	-3
CN(Cc1cc(-c2cccs2)n[nH]1)C(=O)Cc1cn2ccsc2n1	-11

# Additional structures.
compound	mcGAS MS inh
COc1cc2nc(NC(=O)C3CCOCC3)sc2cc1OC	-3
CCN(CC)P1(=Nc2ccccc2OC)C(=C2N(C)c3ccccc3C2(C)C)C=NN1C (stereo not drawn)	-33
CCc1ocnc1C(=O)NC(C)c1cnc(N2CCCCCCC2)nc1C (stereo not drawn)	-11
CCO[C@H]1CN(C)C[C@@H]1NC(=O)c1cc(COc2cccc(F)c2)[nH]n1	-14
Cc1ccccc1CN1C(=O)C(C)(C)ON=C1c1ccco1	-8
FC(F)(F)c1cc(-c2cccs2)nc(NCC2CCCO2)n1 (stereo not drawn)	11
CCCNC(=O)N1CCC2(CC1)NC(CC(C)C)C(=O)N2CCc1ccccn1 (stereo not drawn)	0
CCCSc1nc2c(c(=O)n1-c1ccccc1OC)SCC2	-5
COc1ccc(-n2nnc3c(=O)n(Cc4cccc(C)c4)cnc32)cc1	1
CCn1ccnc1-c1nccn1CC1CCN(Cc2ccccc2)C1 (stereo not drawn)	-12
CCC(Nc1cccc(OC)c1)C(=O)N(C)Cc1cccc2cccnc12 (stereo not drawn)	-15
C=c1onc(-c2ccccc2)c1=c1[nH]/c(=C\c2ccc(SC)cc2)c(=O)o1	-1
COc1ccc(CC(=O)N(C)CC2CCCN(CCc3ccccc3F)C2)cc1OC (stereo not drawn)	-3
Cc1n[nH]c(C)c1NC(=O)CN1CCCC(C2OCCO2)C1 (stereo not drawn)	-7
Cc1ccsc1[C@@H]1CCN(C(=O)c2c(C)nc3ncccn23)C[C@H]1O	-12

# (more compounds)
compound	mcGAS MS inh
O=C(CCc1cccs1)Nc1ccccc1N1CCCCC1	6
N#Cc1ccc(OCc2cc(-c3cccs3)on2)c(Cl)c1	-15
CN(C)C(CNS(=O)(=O)c1cnn(C)c1)c1cccc(F)c1 (stereo not drawn)	-10
O=C(CCc1nnc(Cc2ccc(-c3ccccc3)cc2)o1)N1CCSCC1	-7
COc1ccccc1NC(=O)C1C(=O)NC2(C)CC1c1ccccc1O2 (stereo not drawn)	-10
O=C(CN1c2cccc3cccc(c23)S1(=O)=O)NNC(=O)c1ccc[nH]c1=O	3
N#CC(Cc1ccccc1)NC(=O)/C=C/c1ccccc1Br (stereo not drawn)	8
CC(C)(C)c1cc(NC(=O)CSc2nnc3n2CCCCC3)on1	2
CC(=O)N(C)c1ccc(NC(=O)CNCC(O)c2ccccc2Cl)cc1 (stereo not drawn)	-9
COc1ccc(F)c(-c2nc(CN(CC3CCC(=O)N3)C(C)C)c(C)o2)c1 (stereo not drawn)	3
Cn1c(CN(Cc2nc3ccccc3c(=O)[nH]2)CC2CCCO2)cc(=O)n(C)c1=O (stereo not drawn)	-13
CCn1nc(C)c(C(C)NC(=O)c2cccc(NCC(=O)O)c2)c1C (stereo not drawn)	-5
Cc1ccccc1NC(=O)Cc1nc(COC(=O)C2(O)CCCC2)cs1	-1
O=C(Nc1ccc2c(c1)CCO2)N1CCC(c2ccccc2)C1 (stereo not drawn)	-12
COc1cc(C)c(C)cc1S(=O)(=O)n1cc(C)nc1-c1ccccc1	-11

# Next section.
compound	mcGAS MS inh
CCCNC(=O)c1ccc(-c2ccccc2CN2CCOCC2)o1	-59
Cc1cc(C)cc(S(=O)(=O)N2CCC3(CCNCC3)C2)c1	-10
Cc1ccc(C2(O)CCN(c3noc(-c4ccccc4)n3)CC2)nc1	-13
Cc1ccc(Cl)c(NC(=O)CN2CCc3sccc3C2C)c1Cl (stereo not drawn)	6
COc1ccc(CCNC(=O)CN(C)C2CCOC(C)(C)C2)cc1 (stereo not drawn)	4
COCCn1c(SCC(=O)Nc2nnc(C)s2)nc2c(c1=O)SC(C)C2 (stereo not drawn)	-10
Cn1c(=O)[nH]c(=O)c2c1nc(SCCO)n2Cc1ccccc1Cl	-1
Cc1ccc(F)c(S(=O)(=O)NC(=O)C2(C)CCN2C(=O)C(C)(C)c2ccccc2)c1 (stereo not drawn)	13
CCc1nccn1C1CCCN(C(=O)CN2CCCS2(=O)=O)C1 (stereo not drawn)	-6
O=C(Nc1ccccc1F)N1CCN(C(=O)N2CCOCC2)CC1	-29
Cc1cnc(N2CCN(C(=O)CC(C)C)CC2)nc1N(C)C	-8
O=C(COC(=O)c1cc(Br)c(Br)s1)NCC(F)(F)F	-11
CCS(=O)(=O)c1ccc2oc(Nc3ccc(C(C)(C)C)cc3)nc2c1	-1
CNS(=O)(=O)c1cc(-c2ccc(Nc3ccccc3)nn2)ccc1C	4
C=CCn1c(SCC(=O)N(C)Cc2ccc(C)cc2)nc2ccsc2c1=O	-8
